SENP1 inh: inhibitors of human SENP1 SUMO protease catalytic domain; inhibition, % at 10 µM; actives 0.21% (n = 360,000); Q9P0U3; recombinant SENP1 catalytic domain, CyPet-SUMO1-YPet FRET cleavage;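 active = inhibition at least 30% at 10 µM, raw YFP signal under a set limit, fluorescence ratio 0.5 to 1.5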;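 also: 0% = enzyme with DMSO and 100% = no enzyme wells; some results filed as inactive read as strong as hits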
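Assay system – human recombinant His6-tagged SENP1 catalytic domain enzyme · Input – SENP1 enzyme, 20 pM final · Buffer or medium – Tris pH 8 buffer plus EDTA, NaCl, BME, BSA, NP40, catalase · Schedule – 50 min reaction at room temperature · Technique – FRET read of cyan and yellow fluorescence · Control set – no-enzyme wells low, DMSO-plus-enzyme wells high control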
SENP7 inh: blocks the human protease SENP7; inhibition, % at 5 µM; Q9BQF6; AID 434973; actives 1.5% (n = 330,000); recombinant SENP7, Z-RLRGG-aminoluciferin luminescence, 40 min;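 active = inhibition above about 50% at the single test dose, limit read from the data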;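 also: plate controls were DMSO with enzyme for no effect and no enzyme buffer wells for full effect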
Target sequence (Q9BQF6 706-1050 limits assumed): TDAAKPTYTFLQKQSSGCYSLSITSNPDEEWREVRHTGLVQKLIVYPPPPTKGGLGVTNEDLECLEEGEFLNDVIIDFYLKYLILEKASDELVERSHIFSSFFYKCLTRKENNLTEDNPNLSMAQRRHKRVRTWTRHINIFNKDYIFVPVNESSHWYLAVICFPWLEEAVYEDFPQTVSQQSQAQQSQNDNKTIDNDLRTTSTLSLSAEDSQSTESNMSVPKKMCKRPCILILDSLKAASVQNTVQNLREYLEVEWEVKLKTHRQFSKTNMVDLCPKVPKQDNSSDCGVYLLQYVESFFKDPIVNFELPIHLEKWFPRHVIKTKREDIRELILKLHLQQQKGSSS
SENP8 block-1: SENP8 (human) protease inhibition; actives 0.64% (n = 360,000); Q96LD8; inhibition, % at 20 µM; recombinant SENP8, Nedd8 substrate fluorescence; AID 602440; in the data active = inhibition mostly above about 40%, no sharp cut-off; inactive = mostly below about 27%
Target sequence (Q96LD8 whole entry, looked up): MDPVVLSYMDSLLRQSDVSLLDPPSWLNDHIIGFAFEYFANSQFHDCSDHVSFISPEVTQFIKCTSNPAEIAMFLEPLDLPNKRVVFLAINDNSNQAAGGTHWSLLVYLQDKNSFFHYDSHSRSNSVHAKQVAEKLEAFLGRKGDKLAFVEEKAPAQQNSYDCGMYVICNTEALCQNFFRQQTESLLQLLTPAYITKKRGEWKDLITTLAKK
Apaf-1 inh: inhibitors of human Apaf-1 apoptosome | O14727 | reconstituted apoptosome caspase-3 activity, DEVD-Rh110 fluorescence | inhibition, % at 20 µM | actives 0.71% (n = 330,000); active = inhibition of at least 40% at 20 µM;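 also: plate controls were DMSO wells for no effect and DEVD-CHO caspase inhibitor wells for full effect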
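System – cell-free apoptosome with Apaf-1, procaspase-3 and caspase-9 · Buffer or medium – pH 7.5 Hepes buffer with CHAPS, BSA, DTT · Also added – cytochrome c with DEVD-Rh110 · Times – 30 min compound preincubation, 50 min activation, room temperature · Technique – Rh110 fluorescence intensity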
HKDC1 inhibitor: blocks human hexokinase HKDC1 activity; Q2TB90; recombinant HKDC1, G6PDH/diaphorase resazurin coupled fluorescence; inhibition, % at 20 µM; actives 0.16% (n = 340,000); AID 493160;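 active = inhibition above about 35% when tested at 20 µM, limit read from the data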;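 also: plate controls were DMSO wells with enzyme for no effect and DMSO wells lacking enzyme for full effect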
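Test system: recombinant HKDC1 (HK5) hexokinase enzyme, produced in-house; Amount: enzyme 5 µg/mL final; Buffer or medium: Tris pH 8.0 buffer with MgCl2, Tween-20, BSA, BME; Reagent: glucose and ATP substrates; Doses: 20 µM test compound, 1% DMSO; Incubation: 90 min reaction incubation at room temperature, dark; Detection: resorufin fluorescence at 613 nm.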
SENP8 block-2: inhibitors of human SENP8 protease. actives 1.2% (n = 330,000). Q96LD8. inhibition, % at 10 µM. AID 2540. purified SENP8, Z-RLRGG-aminoluciferin cleavage, luminescence; in the data active = inhibition above about 50%
SENP6 block: SENP6 protease inhibition; Q9GZR1; Recombinant SENP6 catalytic domain, aminoluciferin luminescence; inhibition, % at 10 µM; actives 1.8% (n = 330,000); AID 2599;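 active = inhibition above about 50% at the single tested dose, limit read from the data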;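 also: plate controls were DMSO wells with enzyme for no effect and DMSO wells lacking enzyme for full effect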
Target sequence (Q9GZR1 628-1112 limits assumed): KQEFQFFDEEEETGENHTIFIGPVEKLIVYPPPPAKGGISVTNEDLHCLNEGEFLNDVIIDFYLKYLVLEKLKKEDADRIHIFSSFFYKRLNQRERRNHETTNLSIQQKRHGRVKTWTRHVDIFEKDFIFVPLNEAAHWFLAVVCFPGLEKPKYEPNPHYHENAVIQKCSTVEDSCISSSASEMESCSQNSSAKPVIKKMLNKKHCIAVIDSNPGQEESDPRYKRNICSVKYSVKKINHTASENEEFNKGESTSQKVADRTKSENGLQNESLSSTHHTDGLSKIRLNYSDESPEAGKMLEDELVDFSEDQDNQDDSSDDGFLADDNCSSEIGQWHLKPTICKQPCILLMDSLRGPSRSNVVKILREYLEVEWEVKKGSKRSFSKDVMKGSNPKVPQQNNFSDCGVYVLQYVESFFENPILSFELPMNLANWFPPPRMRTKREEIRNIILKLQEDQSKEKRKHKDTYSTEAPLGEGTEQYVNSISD
NALP3 yeast inh: inhibitors of NALP3 inflammasome in yeast; Yeast reconstituted NLRP3/ASC/caspase-1, beta-gal luminescence, 24 h; AID 2825; actives 0.39% (n = 330,000); inhibition, % at 10 µM;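 active = inhibition of 50% or more; inactive = inhibition below 50%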;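 also: plate controls were induced DMSO wells for no effect and uninduced yeast grown without galactose for full effect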
PfG6PD inh: PfG6PD (Plasmodium falciparum) enzyme inhibition. PfGluPho enzyme, NADPH resazurin-diaphorase fluorescence. inhibition, % at 20 µM. actives 0.78% (n = 350,000). AID 504690;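 active = inhibition reaching at least a set limit at 20 µM in the primary screen, cut at about 59% in these data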;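 also: 0% = DMSO wells with substrate and 100% = DMSO wells lacking glucose-6-phosphate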
* marks the source's active call; other numbers are inactive results; i = inactive; / = no result given. Outcome played no part in choosing rows; any-hit rate near 4.1%.

SMILES	SENP1 inh	SENP7 inh	SENP8 block-1	Apaf-1 inh	HKDC1 inhibitor	SENP8 block-2	SENP6 block	NALP3 yeast inh	PfG6PD inh
COc1cc(C(=O)NCC(=O)N2CCN(S(=O)(=O)c3ccccc3C(F)(F)F)CC2)cc(OC)c1OC	1	-13	-1	12	-9	-12	-8	4	5
Cc1ccc(Cl)cc1NS(=O)(=O)c1ccccc1	1	/	0	/	2	/	/	/	27
COc1ccc(CCN(C(=S)Nc2ccccc2)C2CC(=O)N(c3ccccc3)C2=O)cc1 (stereo not drawn)	-1	3	3	28	9	-7	-6	24	22
Oc1ccccc1CNn1cnnc1	-1	2	20	-10	-13	-4	-12	-2	-16
C#CCOCCOCCOCCNc1nc(N2CCOCC2)nc(N2CCN(C(=O)[C@H](CC(N)=O)n3cc([C@@H](N)C(C)C)nn3)CC2)n1	3	17	8	6	-4	-7	-3	6	-9
O=C1CC(c2ccco2)CC(O)=C1C=NCCN1CCNCC1 (stereo not drawn)	-1	1	18	4	-1	-2	-5	18	26
Cc1cc(NC(=O)CSc2ncnc3sccc23)no1	1	0	2	-3	7	-3	4	26	-11
CC(=O)N/C(N)=N/c1nc2cc([N+](=O)[O-])ccc2o1	-2	2	19	-12	-1	-2	-10	2	1
O=S(=O)(c1ccc(NC(=S)N/N=C/c2c3ccccc3cc3ccccc23)cc1)N1CCOCC1	-24	15	-329	2	-35	-4	-3	-1	-3
COCC(=O)Nc1ccc(S(=O)(=O)N2CCCC2)cc1	3	-7	14	4	-4	4	-9	11	-6
CN(C(=O)COC(=O)c1ccc(Cl)c(S(=O)(=O)N2CCCCC2)c1)C1(C#N)CCCCC1	1	-11	8	6	2	9	-11	20	-4
COC(=O)c1sccc1NC(=O)c1ccc2c(c1)OCO2	2	6	-60	0	9	-24	-5	26	5
CCC(=C(c1ccc(OC)cc1)c1ccc(OC)cc1)c1cn(CC(O)CN2CCN(C)CC2)c2ccccc12 (stereo not drawn)	1	/	0	/	13	/	/	/	5
COc1ccc(C2CC(c3ccccc3)=NN2C(=O)CSc2nnnn2-c2cccc(C)c2)cc1 (stereo not drawn)	0	3	26	-4	-11	11	8	-3	0
O=P(OC1CCCCC1)(OC1CCCCC1)C(O)c1ccccc1 (stereo not drawn)	0	-5	34	-4	-10	3	2	-9	0
CC(C)NC(=O)CCN1C(=O)c2ccccc2Sc2ncccc21	0	-2	8	3	-2	5	14	12	-5
COC(=O)c1ccc(C(=O)NC2CC(C)(C)Cc3c2cnn3-c2ccc(F)cc2)nc1 (stereo not drawn)	0	-6	3	12	-3	7	5	11	-2
COC(=O)C1CCN(C(=O)COC(=O)c2ccc(OC)c(S(=O)(=O)N3CCCc4ccccc43)c2)CC1	-1	4	-4	-1	8	-4	-19	12	-4
Cc1ccc(NC(=O)CN(C)C(=O)c2ccc(NS(=O)(=O)c3ccc4[nH]c(=O)[nH]c4c3)cc2)cc1	3	-6	6	18	3	-16	-15	8	-10
COc1ccccc1C(=O)N1CCN(S(=O)(=O)c2ccccc2)CC1	-1	2	46*	1	-4	-6	-12	23	0
CC(=O)c1ccc(NC(=O)Nc2ccc3c(c2)N(C)C(=O)CS3)cc1	5	6	13	-8	9	-1	-14	0	-8
CCOC(=O)c1ccc2c(c1)nc(C)n2CC	-1	-2	17	8	0	-2	-23	26	-7
O=C(N/N=C\c1cc(Br)cs1)C1COc2ccccc2O1 (stereo not drawn)	-1	-4	16	-2	2	0	-17	15	9
COc1ccccc1OCC(=O)N(Cc1nc(-c2ccccc2)no1)C1CCCCC1	0	-9	8	21	2	-7	-3	33	3
c1ccc(-c2nc3nonc3nc2-c2ccccc2)cc1	3	13	25	7	15	3	11	-43	4
SMILES	SENP1 inh	SENP7 inh	SENP8 block-1	Apaf-1 inh	HKDC1 inhibitor	SENP8 block-2	SENP6 block	NALP3 yeast inh	PfG6PD inh
CCN1C(=O)C(CC(=O)Nc2ccc(OC)cc2)N(CCc2ccccc2F)C1=S (stereo not drawn)	1	6	19	4	1	-9	-13	-5	5
Cc1ccc(C(=O)Nc2ccc3c(c2)OCO3)o1	-2	32	17	0	1	1	50*	6	17
CCOC(=O)CNC(=O)CSc1nc(Cc2ccccc2)nc2ccccc12	-1	-1	20	0	-4	0	0	15	-5
O=C(O)c1cc(-c2ccc(Cl)c(Cl)c2)n(-c2ccccc2)n1	2	6	8	4	2	-2	-8	0	36
COc1ccccc1Nc1c2c(nc3ccccc13)CCC2	4	-1	-13	6	5	6	3	20	-14
COc1ccccc1CN1CCC(CNS(=O)(=O)c2cc(-c3cc(C)no3)ccc2OC)CC1	1	2	8	1	1	4	6	19	-2
CCC(CC)C(=O)Nc1cccc(-c2nc3ccccc3o2)c1	2	7	-2	-1	-9	-12	-24	5	-7
CCN(CC)CC(=O)Nn1c(C)nc2c(ncn2-c2ccccc2)c1=O	1	1	0	-19	-1	2	-7	9	-7
COC(=O)/C=C(\Oc1ccccc1)C1(O)CCCCC1	0	5	2	-5	-3	0	-11	-2	-5
COc1cc(C(=O)Nc2ccc(S(=O)(=O)NC(C)C)cc2)cc(OC)c1OC	4	-1	6	-8	-5	24	-7	12	0
CCN(C(=O)CSc1nncn1-c1ccccc1)c1c(N)n(Cc2ccccc2)c(=O)[nH]c1=O	-2	2	8	3	-11	3	5	-2	-2
CC(C)(C)S(=O)(=O)c1cnc(-c2ccccn2)nc1N	1	5	15	-9	-1	1	0	10	-12
O=C(CNC(=O)c1ccccc1F)N/N=C/c1cccnc1	3	2	15	-7	-3	-5	-7	6	-3
Cc1cc(C)c(OCCCCCNCCO)c(C)c1	1	0	19	0	-11	3	-32	20	-10
Cc1ccc(C(=O)Nc2sc3c(c2C(=O)O)CCCC3)o1	-1	75*	-466	3	4	91*	89*	1	44
CC(Sc1ccccc1)C(=O)Nc1cccc(N(C)S(C)(=O)=O)c1 (stereo not drawn)	0	6	16	2	-2	-76	6	-1	-12
CC1COc2ccccc2N1S(=O)(=O)c1ccccc1 (stereo not drawn)	2	-4	7	12	-5	-11	-6	-19	7
COc1ccc(-c2cc(C(F)(F)F)c(C#N)c(SCC(=O)Nc3nc(C)co3)n2)cc1	-22	-3	-320	5	-6	-3	-6	2	-7
CN(C)S(=O)(=O)c1ccc(N2CCCC2)c(C(=O)NCC2COc3ccccc3O2)c1 (stereo not drawn)	0	3	-44	5	2	2	-4	22	-8
O=[N+]([O-])c1ccc2cn(-c3ccccc3)nc2c1	3	81*	21	15	-1	60*	14	24	18
Cc1cccc(-n2nc3c(c2NC(=O)c2ccc(Br)o2)CSC3)c1	-5	-1	5	3	4	-9	0	12	-17
COc1ccc(-c2cc(C(=O)NCC(c3ccco3)N(C)C)c3ccccc3n2)cc1OC (stereo not drawn)	-8	0	i	8	-5	0	6	0	5
COc1cc(OC)c(NC(=O)C2CC(=O)N(c3ccc4c(c3)OCCO4)C2)cc1Cl (stereo not drawn)	2	-2	12	1	1	13	2	10	0
Cc1noc(C)c1COc1cccc(C(=O)N(C)Cc2cccs2)c1	2	-2	9	-11	-5	2	-2	18	-6
Cc1occc1C(=O)NNC(=O)c1ccccc1Br	-1	-14	0	11	-12	-16	-8	5	6

Reprinted at random: six entries already listed.
SMILES	SENP1 inh	SENP7 inh	SENP8 block-1	Apaf-1 inh	HKDC1 inhibitor	SENP8 block-2	SENP6 block	NALP3 yeast inh	PfG6PD inh
CCN(CC)CC(=O)Nn1c(C)nc2c(ncn2-c2ccccc2)c1=O	1	1	0	-19	-1	2	-7	9	-7
CC1COc2ccccc2N1S(=O)(=O)c1ccccc1 (stereo not drawn)	2	-4	7	12	-5	-11	-6	-19	7
Cc1occc1C(=O)NNC(=O)c1ccccc1Br	-1	-14	0	11	-12	-16	-8	5	6
O=C(CNC(=O)c1ccccc1F)N/N=C/c1cccnc1	3	2	15	-7	-3	-5	-7	6	-3
Cc1cc(C)c(OCCCCCNCCO)c(C)c1	1	0	19	0	-11	3	-32	20	-10
CC(Sc1ccccc1)C(=O)Nc1cccc(N(C)S(C)(=O)=O)c1 (stereo not drawn)	0	6	16	2	-2	-76	6	-1	-12

(list continues)
SMILES	SENP1 inh	SENP7 inh	SENP8 block-1	Apaf-1 inh	HKDC1 inhibitor	SENP8 block-2	SENP6 block	NALP3 yeast inh	PfG6PD inh
Cn1c(NNC(=O)c2ccc(C(C)(C)C)cc2)cc(=O)n(C)c1=O	-5	-2	10	6	-6	-3	0	16	12
O=c1cc(O)n(-c2ccc(Cl)cc2)c(=S)[nH]1	-20	-1	18	-13	-1	-6	-22	15	-11
COc1ccc(-n2ccc(=O)c(C(=O)O)n2)c(OC)c1	0	-5	-20	-1	-3	6	-15	25	2
COc1ccc(CCNC(=O)C2CCCN(Cc3nc(-c4ccccc4C)oc3C)C2)cc1OC (stereo not drawn)	2	-3	14	18	-9	2	-2	-1	-5
COC(=O)CNS(=O)(=O)c1ccc(OC)cc1	2	-1	17	-19	-4	7	-6	6	10
Cc1ccc(C)c(NC(=O)C2CCCN(S(=O)(=O)c3c(C)noc3/C=C/N(C)C)C2)c1 (stereo not drawn)	1	8	22	1	1	-11	-21	-1	-12
CSc1ccc(S(=O)(=O)N2c3ccccc3CC2C)cc1 (stereo not drawn)	2	-5	5	10	-4	-11	-6	32	8
COc1ccc(OC)c(NC(=O)c2ccc(NS(C)(=O)=O)cc2)c1	1	-6	19	-12	-7	0	1	12	-2
COC(=O)C1CCC(=O)N1C(c1ccc(OC)cc1)c1cc(OC)c(OC)c(OC)c1 (stereo not drawn)	1	/	16	/	2	/	/	/	5
O=C(NCCCN1CCCCCC1)C1CCCN(S(=O)(=O)c2cccc3nsnc23)C1 (stereo not drawn)	2	-1	21	1	1	1	6	11	10
NC(=O)c1ccc(Cc2ncc(C(F)(F)F)cc2Cl)s1	1	14	10	10	-1	-5	-2	4	-5
O=C(NCC(c1ccco1)N1CCOCC1)c1ccc(F)cc1 (stereo not drawn)	0	-5	0	-2	-1	-5	-9	12	10
O=C(NC1CCCC1)C1CCC(=O)N1C1CCCC1 (stereo not drawn)	2	-14	8	3	5	-1	-13	-5	-6
O=C1CC(Cc2ccccc2)C(=O)N1c1ccc(Cl)cn1 (stereo not drawn)	-1	-5	5	6	-8	-9	-7	11	7
O=S(=O)(Nc1ccc(-c2ccccc2)cc1)c1ccccc1	-1	/	2	/	-4	/	/	/	5
O=[N+]([O-])c1nn(-c2ccccc2)[n+]([O-])c1N1CCN(c2ccccc2F)CC1	2	4	13	8	-6	1	8	-2	1
CC1=NCCN1S(=O)(=O)c1c(C(C)C)cc(C(C)C)cc1C(C)C	1	0	1	24	-2	-3	-37	10	-13
Cc1ccc(S(=O)(=O)c2c(COC(=O)c3ccc(Cl)cc3)c(-c3ccccc3)nn2C)cc1	3	2	27	2	-1	3	-16	10	2
CC1CCCN(c2ncnc3c2cnn3-c2ccc(Cl)cc2)C1 (stereo not drawn)	-76	95*	-10	22	2	94*	94*	32	20
N#CC1=C(N)c2ccccc2CC12CCCCC2	3	4	13	0	-1	-1	2	-8	14
S=C(NCc1ccco1)Nc1ccc(Oc2ccccc2)cc1	1	9	10	18	-6	2	9	30	11
